# Vif-A3G inh = Vif-A3G binding inhibition; HeLa A3G-eYFP + Vif (tagged APOBEC3G with the HIV-1 protein that degrades it), YFP fluorescence, overnight; Potency, µM (titrated, usually from 46.1 µM), for inactives: top-dose activity, negative = active, usual class: inhibitors; actives 0.076% (n = 410,000); AID 602310;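 further: potency means the concentration at half of the fitted maximal effect; on the % scale 0 is the no-effect control and ±100 the full control effect; nearly all actives have a fitted effect of over 60% in size; hits raise eYFP signal because A3G escapes Vif-driven loss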
# Target sequence (Q9HC16 whole entry, looked up): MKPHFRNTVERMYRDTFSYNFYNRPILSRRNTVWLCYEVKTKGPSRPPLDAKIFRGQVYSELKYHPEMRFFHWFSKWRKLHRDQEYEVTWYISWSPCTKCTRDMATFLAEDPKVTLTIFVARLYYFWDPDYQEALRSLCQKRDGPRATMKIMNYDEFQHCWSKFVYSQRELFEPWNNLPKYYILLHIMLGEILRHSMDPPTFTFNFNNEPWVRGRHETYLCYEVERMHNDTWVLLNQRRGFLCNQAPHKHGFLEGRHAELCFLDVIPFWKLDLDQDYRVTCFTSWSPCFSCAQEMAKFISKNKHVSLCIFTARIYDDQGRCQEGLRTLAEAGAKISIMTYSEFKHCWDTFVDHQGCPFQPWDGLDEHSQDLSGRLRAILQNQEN
#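 HeLa cells stably expressing Vif and C-terminally eYFP-tagged A3G, seeded overnight at 37 deg C, then exposed to compound by pintool overnight at 37 deg C. Rise in yellow fluorescence (Ex 488/Em 500-530, Acumen) marks blocked Vif-driven A3G degradation.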
# LDHA block = LDHA (human) enzyme inhibition. purified LDHA, NADH/diaphorase-resazurin fluorescence; stronger effect = lower value. activity change, % (values are at about 110 or 230 µM). actives 0.15% (n = 480,000). AID 1347041; in the data active means activity change below about -30%; inconclusive means mostly about -25% to -30%;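 further: plate controls were DMSO wells for no effect and wells without enzyme for full effect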
#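 Human LDH5 at 2 nM final in Tris HCl pH 7.4 with 0.06 mM NADH and 0.2 mM pyruvate, reacted 5 minutes at room temperature. Remaining NADH coupled via diaphorase/resazurin; resorufin fluorescence read at 0 and 20 minutes, normalized to enzyme-free and DMSO wells.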
# ALOX12 inh = blocks human arachidonate 12S-lipoxygenase | Potency, µM (series often up to 108 µM), inactives show top-dose activity change, negative = inhibition, actives largely listed as inhibitors | purified 12hLO, xylenol orange hydroperoxide absorbance | actives 1.1% (n = 580,000) | P18054; further: potency means the concentration at half of the fitted maximal effect; on the % scale 0 is the no-effect control and ±100 the full control effect
#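 Purified human 12hLO at 150 nM in 25 mM Hepes, 0.01% Triton X-100, pH 7.0, preincubated 15 min at room temperature with compound. Reaction started with 40 uM arachidonic acid, 30 min at room temperature. Hydroperoxide measured by Fe-xylenol orange, 573/405 nm absorbance ratio.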
# RGS4 inhibitor = human RGS4 inhibition; P49798; Transcreener GDP fluorescence polarization, RGS4-accelerated GTP hydrolysis; Potency, µM (titrated, usually from 114 µM), for inactives: at the highest dose activity change, negative = inhibition, actives largely listed as inhibitors; actives 0.039% (n = 390,000); AID 504845; further: potency means the concentration at half of the fitted maximal effect; on the % scale 0 is the no-effect control and ±100 the full control effect; nearly all actives have a fitted effect of over 75% in size; some results filed as inactive show a strong effect at the top dose
# Target sequence (P49798 whole entry, looked up): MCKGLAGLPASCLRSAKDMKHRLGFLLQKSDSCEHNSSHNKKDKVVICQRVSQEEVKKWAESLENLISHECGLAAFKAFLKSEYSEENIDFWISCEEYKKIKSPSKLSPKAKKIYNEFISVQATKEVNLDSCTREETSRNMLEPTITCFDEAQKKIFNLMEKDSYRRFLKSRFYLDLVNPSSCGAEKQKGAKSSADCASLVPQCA
#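 MLSMR compounds (23 nl, pin-transferred) preincubated 10 min at room temperature with a 500nM (2x) first reagent, then RGS4 at 900nM (2x) plus Transcreener GDP mix added; fluorescence polarization (620/688 nm) read before and after 90 min at 30 °C.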
# Vif-APOBEC3F blk = Vif-A3F binding inhibition. actives 0.2% (n = 390,000). Potency, µM (highest dose often 46.1 µM), without a hit: at the highest dose activity, negative = active. HeLa A3F-eYFP + Vif (tagged APOBEC3F with the HIV-1 protein that degrades it), YFP fluorescence increase; further: potency means the concentration at half of the fitted maximal effect; % of control where 0% means no effect; nearly all actives have a fitted effect of over 65% in size
#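 HeLa cells stably expressing A3F-eYFP plus Vif, plated and incubated overnight at 37 deg C, then exposed to compounds overnight at 37 deg C. Blocked degradation read as raised yellow fluorescence (Ex 488/Em 500-530).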
# ERG Ets-DNA blk = blocks human ERG Ets domain binding to DNA; actives 0.028% (n = 370,000); P11308; Potency, µM (doses to about 76.9 µM), for the others: top-dose FP activity, negative = inhibition, actives largely listed as inhibitors; AID 624246; fluorescence polarization, His-ERG Ets domain / labelled DNA; active means well fitted inhibition curve with a large enough effect in the polarisation, with a control signal flat; inconclusive means small, poorly fitted or top-dose-only effect, or effect the other way, or a change in a side signal; inactive means no such curve, though single readings can be large or run the other way; the % refers to the polarisation;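 further: polarization taken with two DNA probes labelled with fluorescein and Texas red; potency means the concentration at half of the fitted maximal effect; % of control where 0% means no effect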
# Target sequence (P11308 whole entry, looked up, the tested form may be a part): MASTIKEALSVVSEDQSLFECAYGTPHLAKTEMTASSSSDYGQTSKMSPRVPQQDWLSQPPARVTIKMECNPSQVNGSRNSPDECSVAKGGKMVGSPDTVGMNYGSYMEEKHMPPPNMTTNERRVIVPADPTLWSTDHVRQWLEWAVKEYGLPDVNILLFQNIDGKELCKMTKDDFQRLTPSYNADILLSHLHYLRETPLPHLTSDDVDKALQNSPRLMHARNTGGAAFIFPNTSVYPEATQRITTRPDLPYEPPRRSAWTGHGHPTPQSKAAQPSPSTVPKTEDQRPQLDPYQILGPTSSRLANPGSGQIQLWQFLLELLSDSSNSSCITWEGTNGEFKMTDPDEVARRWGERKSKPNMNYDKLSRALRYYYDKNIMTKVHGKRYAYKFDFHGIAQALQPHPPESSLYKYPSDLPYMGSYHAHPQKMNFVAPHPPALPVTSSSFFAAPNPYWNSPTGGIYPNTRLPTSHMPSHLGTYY
#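 His-tagged ERG Ets domain (1 uM in the protein solution; 300mM KCl, 50mM Tris-HCl, 1mM EDTA, 1mM DTT, pH 7.5) received compound, then a probe mix of 5 nM fluorescein-DNA and 100nM Texas-615-DNA. Fluorescence polarization was read for both dyes.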
# D2 ag = agonists of human D2 dopamine receptor | AID 485358 | activation, % at 2 µM | HEK293 T-REx D2 cells, calcium flux agonist mode | actives 0.53% (n = 340,000);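 active means activation over 3 SD above normal in the single-dose calcium agonist read, cut at about 30% in these data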; further: 0% is about no effect
#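 Agonism is scored from calcium flux in a force-coupled, inducible HEK293 cell line expressing D2, read kinetically for 180 s after compound addition against dopamine controls.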
# Glioma ERSR ind = induces the endoplasmic reticulum stress response in human glioma cells | actives 0.02% (n = 420,000) | Potency, µM, without a hit: at the top dose activation, usual class: activators | AID 602332 | U87-MG GRP78 promoter luciferase reporter, 16 h; further: potency means the concentration at half of the fitted maximal effect; series mostly up to about 76 µM; % of control where 0% means no effect; nearly all actives have a fitted effect of over 35% in size
#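 Stably transfected U87-MG glioma cells carrying a GRP78-based luciferase sensor; 16 h compound incubation. Luminescence end-point read 10 min after Bright-Glo addition at room temperature.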
# D2 antag = D2 dopamine receptor (human) antagonism | P14416 | HEK293 TREx D2 cells, calcium flux, dopamine EC80 | inhibition, % at 10 µM | actives 2% (n = 340,000); in the data active means inhibition above about 30%; further: 0% is about no effect
#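 Tetracycline-induced HEK293 T-REx cells expressing D2 force-coupled to calcium signalling were dye-loaded, exposed to compound for 180 s, then challenged with an EC80 of dopamine; calcium flux was followed kinetically for a further 180 s.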
# * marks the source's active call; other numbers are inactive results; ? = inconclusive; . = no result given; [ ] = remark or other dose. Unless noted, the call rests on the fitted dose curve; in most records, active means well fitted curve in the direction sought with a large enough effect; inconclusive means small, poorly fitted or top-dose-only effect, or another doubt; inactive means no such curve, though single readings can be large; an effect the other way counts as inactive or inconclusive.
structure	Vif-A3G inh	LDHA block	ALOX12 inh	RGS4 inhibitor	Vif-APOBEC3F blk	ERG Ets-DNA blk	D2 ag	Glioma ERSR ind	D2 antag
NC(=O)c1cc(-c2ccncc2)nc2ccc(Cl)cc12	-4%	-3	-10%	-2%	6%	-2%	0.6	-2%	-18
O=c1n(-c2ccccc2)c(=O)n(Cc2ccccn2)n1Cc1ccccn1	-4%	-7	0%	-36%	1%	5%	0.4	0%	-10
Cc1ccc(OCC(=O)NCc2ccccc2)c([N+](=O)[O-])n1	-6%	1	-11%	-20%	0%	-4%	-1.2	2%	-8
COCCNC(=O)C1(C)CCCN(C(=O)c2ccc3c(c2)OCO3)C1 (configuration not stated)	-1%	-10	?	.	.	.	.	-3%	.
COc1ccc(-c2nc(C(=O)Nc3cccc(C(C)=O)c3)nn2-c2ccc(Cl)cc2)cc1	5%	-2	-26%	0%	-4%	6%	-0.2	-1%	.
Cc1cccc(C)c1OCC(=O)NCC1COc2ccccc2O1 (configuration not stated)	-1%	1	-9%	-15%	2%	14%	.	-4%	.
CC(C)CCn1c(SCc2c(F)cccc2Cl)nc2ccsc2c1=O	0%	1	0%	-7%	-6%	-3%	-0.2	-4%	.
Fc1ccc2c(c1)C1OCCCC1C(c1ccccc1)N2 (configuration not stated)	-29%	-9	13%	13%	-7%	3%	-1.3	-2%	1
O=c1[nH]c(C2CCCN(S(=O)(=O)c3ccccc3)C2)nc2c1nnn2Cc1ccccc1 (configuration not stated)	0%	4	16%	-5%	-6%	-24%	-0.1	-3%	12
Cc1cccc(N2CCN(C(=S)Nc3ccc4nc5n(c(=O)c4c3)CCCCC5)CC2)c1C	1%	-5	-6%	24%	-11%	-3%	-1.2	4%	11
CSc1ccc(CN2CCCN(C)CC2)cc1	-16%	-11	?	-40%	1%	5%	.	-3%	.
O=C(CSc1nc2ccccc2s1)c1ccc(O)cc1O	2%	-6	-14%	40%	2%	22%	0.3	6%	-7
c1ccc(C(c2nnnn2C2CCCC2)N2CCN(c3ccccc3)CC2)cc1 (configuration not stated)	2%	-8	19%	2%	.	-2%	-0.3	-6%	6
CCC1Oc2ccc(C)cc2N(CC(=O)N(Cc2cccnc2)Cc2cccc(F)c2)C1=O (configuration not stated)	-2%	-1	0%	-7%[56.9 µM]	2%	5%	1.3	-7%	-15
COc1cccc(C2c3c(-c4ccccc4O)n[nH]c3C(=O)N2Cc2cccnc2)c1 (configuration not stated)	-26%	6	-3%	-9%	0%	-11%	.	-1%	.
CCOC(=O)c1cccc(NC(=O)Cn2ncc3c4ccccc4n(Cc4ccccc4)c3c2=O)c1	-4%	-12	-22%	-6%	-11%	1%	0.0	2%	.
O=c1ccc2cc(S(=O)(=O)N3CCOCC3)ccc2o1	-1%	-11	0%	15%	-1%	-8%	1.1	1%	9
COc1ccc(S(=O)(=O)N2CCOCC2)cc1NC(=O)CSc1nnc(C2CC2)n1C1CC1	-12%	0	-7%	1%	3%	-3%	0.0	0%	-2
Cc1noc(C)c1S(=O)(=O)Nc1ccc(C(=O)NC2CCCCC2C)cc1 (configuration not stated)	3%	-5	-14%	-1%	7%	-9%	0.7	-1%	2
CC(C)CNS(=O)(=O)c1ccc(OCC(=O)NCC2CCCO2)c(Cl)c1 (configuration not stated)	2%	-3	-3%	14%	4%	-1%	.	4%	-4
NS(=O)(=O)c1ccc(CCNS(=O)(=O)c2cccc3cccnc23)cc1	-8%	-3	7%	7%	-30%	-1%	1.4	-2%	25
COc1cc(C)c(CN2CCC(n3nccc3NC(=O)C3CCOC3)CC2)cc1C (configuration not stated)	-1%	0	2%	-29%[56.9 µM]	2%	7%	-1.7	-3%	6
Cc1ccc(NC(=O)C2(C)CCN2C(=O)Cc2ccccc2)cc1C (configuration not stated)	-5%	-5	4%	.	.	.	.	-1%	.
COc1ccc(NC(=O)C(=O)NCCN2CCN(C(=O)c3ccco3)CC2)cc1	-5%	-3	-8%	19%	-1%	3%	39*	8%	22
COc1ccc(Br)cc1/C=C(\C(=O)O)c1ccc(S(=O)(=O)N2CCCCC2)s1	-1%	-6	178%[activator]	1%	9%	0%	-2.0	0%	15
CCOC(=O)C1(Cc2ccc(OC)cc2)CCN(C(=O)CCc2cccnc2)CC1	-5%	-2	-7%	14%	-7%	-5%	-0.4	2%	6
Cc1ccc2c(c1)CCCN2C(=O)c1cc(C)on1	5%	-8	-9%	27%	4%	1%	-1.7	0%	-1
CCN(CC)c1nc(-c2ccccc2)ncc1S(=O)(=O)c1ccc(C)cc1	1%	0	37%	3%	-3%	2%	0.4	-5%	0
Cc1n[nH]c(C)c1NC(=O)CN1CCN(S(=O)(=O)c2ccc(C(F)(F)F)cc2)CC1	-1%	-37*	-69%	-9%	6%	-8%	.	1%	.
COCCCNC(=S)N(Cc1ccccc1)Cc1nc2ccccc2c(=O)[nH]1	0%	-7	-10%	4%	10%	12%	-0.4	-4%	-9
CC(Oc1ccc(Cl)cc1)C(=O)Nc1ncccn1 (configuration not stated)	0%	3	10%	9%	1%	.	-0.1	-4%	-3
CCNC(=O)COc1ccc(F)cc1C(=O)c1cnn(-c2ccccc2)c1	-3%	-1	16%	20%	-11%	-11%	-0.1	-3%	-10
CCOc1ccccc1NC(=O)C1CCCN(S(=O)(=O)c2cccc3nsnc23)C1 (configuration not stated)	1%	-2	-18%	-46%	1%	-6%	-1.8	-6%	-1
Cc1noc(/C=C/NCc2cccnc2)c1S(=O)(=O)N(C)CC(=O)N1CCc2ccccc21	2%	-12	13%	15%	-13%	-2%	-0.8	-2%	57*
CCN(CC)C(=O)Cn1cc(C(=O)C(=O)N2CCN(C)CC2)c2ccccc21	0%	-9	-41%	4%	2%	8%	-0.6	-2%	-13
CC(C)N1C(=O)C(=O)N(CC(=O)N2CCc3ccccc32)C1=O	-1%	1	-6%	-12%	-5%	-7%	-0.1	-3%	15
CCOC(=O)Nc1ccc2c(c1)N(C(=O)C(C)N1CCCC1)c1ccccc1CC2 (configuration not stated)	0%	-1	.	16%	0%	.	1.5	4%	-6
Cc1ccc(S(=O)(=O)N2CCOCC2)cc1C(=O)NC1=NCCS1	1%	-8	-19%	27%	-13%	-3%	.	0%	.
CCCn1cc(CN2CCc3ccc(NC(=O)C4CCCO4)cc3C2)c(C)n1 (configuration not stated)	0%	-4	0%	8%	2%	90%[activator]	-0.2	-3%	2
CC(C)c1nc2cc(C(=O)N3CCNC(=O)C3c3cccc(F)c3)ccc2o1 (configuration not stated)	-2%	-2	5%	-15%	-7%	13%	0.4	-3%	7
CC(=O)Nc1ccc(S(=O)(=O)N(C)S(=O)(=O)c2ccc(F)cc2)cc1	0%	-5	?	5%	-11%	-6%	0.0	-2%	6
CCN(CC)CCN1CCn2c3c(c4cc(C)ccc42)CCCC31 (configuration not stated)	4%	3	-16%	?	2%	13%	0.8	-2%	2
O=C(c1cccc([N+](=O)[O-])c1)N1CCN(Cc2ccccc2)CC1	0%	-18	4%	7%	3%	4%	-2.8	-4%	-14
CCOC(=O)C(NC(=O)Nc1ccc(F)cc1F)(Oc1ccc(F)cc1)C(F)(F)F (configuration not stated)	-2%	-2	-5%	-14%	-3%	-4%	1.0	-4%	-13
CC(NC(=O)Cn1ncc(Cl)c(Cl)c1=O)C12CC3CC(CC(C3)C1)C2 (configuration not stated)	?	-7	.	1%	-10%	-7%	3.0	-14%	5
Cc1cc(NC(=O)c2ccco2)c(=O)n(Cc2c(F)cccc2Cl)c1	-7%	-1	-13%	-19%	1%	11%	-1.0	-1%	-13
Cc1ccc2occ(/C=N/NC(=O)[C@@H](N)Cc3ccccc3)c(=O)c2c1	-1%	-4	198%[activator]	11%	2%	-2%	0.3	-11%	-5
CCCCOc1ccc(C(=O)NCC2(N3CCN(C)CC3)CCCCC2)cc1	2%	-2	-14%	40%	1%	2%	.	-2%	.
CCOc1ccc(Nc2nc(N)c([N+](=O)[O-])c(NCc3ccccc3)n2)cc1	-6%	1	-2%	-26%	-1%	6%	0.1	-1%	-17
O=C(Cc1ccc(S(=O)(=O)N2CCOCC2)s1)N1CCN(S(=O)(=O)c2ccccc2[N+](=O)[O-])CC1	1%	-3	0%	10%	1%	10%	.	-5%	.
O=S(=O)(NCC(c1ccco1)N1CCOCC1)c1cc(F)ccc1F (configuration not stated)	-5%	-2	-9%	13%	1%	0%	.	1%	.
O=C(COc1ccccc1)Nc1ccc2oc(=O)ccc2c1	2%	-3	-17%	-4%	3%	4%	-1.4	4%	8
CCc1ccc(NC(=O)C(C)OC(=O)CCC(=O)c2cccs2)cc1 (configuration not stated)	3%	-2	-4%	-14%	2%	0%	-1.6	-2%	-4
CCOC(=O)c1ccc(NC(=O)c2cnccn2)cc1	4%	-2	0%	1%	-2%	-5%	-0.3	-5%	-3

# High-throughput results: PubChem, National Center for Advancing Translational Sciences (NCATS)

# An excerpt; count on the stated rates, not on these rows.
